# Assay outcomes as filed in PubChem BioAssay.
# GDH-TPI counter: counter-screen for M. tuberculosis FBA inhibitors: GDH-TPI coupled enzymes | GDH-TPI coupled enzyme counterscreen, NADH absorbance | inhibition, % at 4.8 µM | 360,000 tested, 1.2% active; in the data active means inhibition above about 30%;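 further: 0% = DMSO wells and 100% = wells lacking the enzyme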
# DUSP3 inh: DUSP3 (human) phosphatase inhibition | P51452 | recombinant VHR phosphatase, pNPP absorbance | inhibition, % at 13.3 µM | 290,000 tested, 0.52% active | AID 1654; in the data active means inhibition above about 50%; further: some compounds called inactive have numbers as strong as hits
# Target sequence (P51452 whole entry, looked up): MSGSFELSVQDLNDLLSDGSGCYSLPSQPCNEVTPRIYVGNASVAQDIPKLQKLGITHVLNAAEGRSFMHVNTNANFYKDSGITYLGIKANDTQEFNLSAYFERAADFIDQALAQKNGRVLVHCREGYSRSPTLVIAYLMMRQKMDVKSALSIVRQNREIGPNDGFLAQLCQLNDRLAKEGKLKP
# Rv3671c inh: inhibits the M. tuberculosis serine protease Rv3671c | inhibition, % at 5.96 µM | 320,000 tested, 0.048% active | AID 2606; in the data active means inhibition above about 38%;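 further: extracellular domain of Rv3671c used as enzyme; 0% = enzyme with DMSO and 100% = no enzyme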
# Target sequence (P9WHR9 whole entry, looked up, the tested form may be a part): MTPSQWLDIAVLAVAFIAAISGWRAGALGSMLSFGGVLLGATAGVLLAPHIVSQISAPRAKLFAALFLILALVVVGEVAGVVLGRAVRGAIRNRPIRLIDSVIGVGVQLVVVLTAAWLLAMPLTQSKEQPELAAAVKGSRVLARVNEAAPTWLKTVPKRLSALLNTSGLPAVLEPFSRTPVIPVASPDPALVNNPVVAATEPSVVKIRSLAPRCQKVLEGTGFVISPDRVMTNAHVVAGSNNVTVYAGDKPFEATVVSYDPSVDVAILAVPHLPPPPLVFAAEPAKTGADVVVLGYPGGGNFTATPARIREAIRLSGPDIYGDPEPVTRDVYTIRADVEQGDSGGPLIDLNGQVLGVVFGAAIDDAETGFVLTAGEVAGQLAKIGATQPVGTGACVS
# SARS 3CLpro inh: SARS-CoV 3CLpro protease inhibition; P0C6X7; recombinant SARS-CoV 3CLpro, quenched FRET peptide cleavage; inhibition, % at 6 µM; 290,000 tested, 0.14% active; AID 1706; in the data active means inhibition above about 12%
# Vc quorum ag: inducers of Vibrio cholerae quorum light production without autoinducers; V. cholerae BH1578 lux reporter, luminescence, 6 h; activation, % at 18.7 µM; 350,000 tested, 0.16% active; AID 588436; in the data active means activation mostly above about 9.7%, no sharp cut-off; further: not every result past the cut was called active; inactives centre near 0; reference of the scale not given here
# Mtb FBA inh: Mtb fructose-bisphosphate aldolase inhibition | P9WQA3 | purified M. tuberculosis FBA, fluorescence read-out | inhibition, % at 1 µM | 360,000 tested, 2.3% active | AID 588726; in the data active means inhibition above about 27%;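 further: 0% = vehicle and 100% = reference inhibitor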
# Mtb UGM inh: blocks M. tuberculosis UGM enzyme; P9WIQ1; purified UGM, fluorescence polarization probe displacement; inhibition, % at 10 µM; 320,000 tested, 0.06% active; in the data active means inhibition above about 10%, passing the limit was not always enough
# Target sequence (P9WIQ1 whole entry, looked up): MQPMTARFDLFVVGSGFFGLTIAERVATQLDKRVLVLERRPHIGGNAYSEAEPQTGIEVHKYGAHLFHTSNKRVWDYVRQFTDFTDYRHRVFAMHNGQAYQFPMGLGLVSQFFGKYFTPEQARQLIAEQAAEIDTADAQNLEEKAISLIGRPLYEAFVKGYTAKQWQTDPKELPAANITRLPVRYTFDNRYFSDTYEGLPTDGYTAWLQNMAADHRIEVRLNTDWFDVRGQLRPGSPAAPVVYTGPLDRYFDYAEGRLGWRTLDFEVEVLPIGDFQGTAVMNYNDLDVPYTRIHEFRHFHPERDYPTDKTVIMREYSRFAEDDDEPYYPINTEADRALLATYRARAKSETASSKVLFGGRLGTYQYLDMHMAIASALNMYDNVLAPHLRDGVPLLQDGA
# PriA SSB inh: K. pneumoniae PriA-SSBct interaction inhibition; inhibition, % at 33 µM; 430,000 tested, 0.6% active; AlphaScreen SSBct-PriA binding, biotinylated peptide; in the data active means inhibition mostly above about 37%, no sharp cut-off; inactive means mostly below about 20%;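 further: plate controls were negative control peptide for no effect and reference peptide for full effect; strong numbers were not always called active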
# MazF activator: increases E. coli MazEF RNase cleavage of RNA. activation, % at 20 µM. P0AE70. 350,000 tested, 0.32% active. FAM/BHQ RNA-DNA oligo cleavage fluorescence, 5 h; in the data active means activation above about 50%
# Target sequence (P0AE70 whole entry, looked up): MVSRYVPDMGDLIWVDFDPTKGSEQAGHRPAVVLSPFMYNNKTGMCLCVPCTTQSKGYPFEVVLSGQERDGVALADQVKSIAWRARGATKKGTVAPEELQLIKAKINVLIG
# Mtb BioA inh: blocks M. tuberculosis BioA enzyme activity; purified M. tuberculosis BioA enzyme, plate reader; AID 602481; 360,000 tested, 0.096% active; inhibition, % at 9.99 µM; in the data active means inhibition above about 40%
# The depositor's hits bear a star; i = inactive; . = no result given; & = joins results of further samples. The list is partial, so the mix of outcomes need not match the whole.
# Start of the listing, in advance (2 entries):
# Results follow in this order: Mtb FBA inh, MazF activator, DUSP3 inh, PriA SSB inh, Mtb BioA inh, SARS 3CLpro inh, Rv3671c inh, Mtb UGM inh, Vc quorum ag, GDH-TPI counter
Cc1ccc(S(=O)(=O)N(C(=O)c2ccncc2)c2ccc3oc4c(c3c2)CCCC4)cc1[N+](=O)[O-]
 : 2.0, -2.2, 2.3, 6.3, -0.3, 10.5, -59.5, -0.2, -0.2, 1.1
CC(C)C[C@@H](CN1CCCC1CN1C(=S)NC[C@@H]1Cc1ccc(O)cc1)N1C[C@H](Cc2ccc(O)cc2)N(CCc2ccccc2)C1=S (some centres not stated)
 : 0.6, -14.8, ., -7.9, -2.0, ., ., ., 1.0, 4.5

# All compounds of this part, repeating the preview:
# Results follow in this order: Mtb FBA inh, MazF activator, DUSP3 inh, PriA SSB inh, Mtb BioA inh, SARS 3CLpro inh, Rv3671c inh, Mtb UGM inh, Vc quorum ag, GDH-TPI counter
Cc1ccc(S(=O)(=O)N(C(=O)c2ccncc2)c2ccc3oc4c(c3c2)CCCC4)cc1[N+](=O)[O-]
 : 2.0, -2.2, 2.3, 6.3, -0.3, 10.5, -59.5, -0.2, -0.2, 1.1
CC(C)C[C@@H](CN1CCCC1CN1C(=S)NC[C@@H]1Cc1ccc(O)cc1)N1C[C@H](Cc2ccc(O)cc2)N(CCc2ccccc2)C1=S (some centres not stated)
 : 0.6, -14.8, ., -7.9, -2.0, ., ., ., 1.0, 4.5
COc1ccc(NC(=O)CCN2C(=O)NC3(CCCC3)C2=O)cc1Cl
 : 2.9, 2.3, ., 2.2, 0.5, ., 2.0, 3.3, -5.7, 1.1
Cc1cc(C)c2c(n1)sc1c(=O)n(CC(=O)c3ccccc3)cnc12
 : -0.2, 21.5, 15.5, -7.1, ., -0.5, -7.2, -2.4, i, 6.3
CC(=O)NC(C(=O)OCC(=O)N(c1ccccc1)c1ccccc1)C(C)C (configuration not stated)
 : -5.3, 7.6, 6.2, 2.9, 0.4, -1.8, -5.5, -2.2, -0.2, 9.9
O=S(=O)(c1ccc(F)cc1)c1nc(-c2ccccc2)oc1N1CCOCC1
 : 1.2, 6.0, 27.2, -3.8, 0.0, 0.5, -2.8, 3.5, i, -5.6
CCOc1ccccc1N1CCN(C(=O)c2cccs2)CC1
 : 0.6, -2.2, 13.9, -5.4, -1.2, -0.8, -0.4, 0.8, i, -1.5
CCOC(=O)c1[nH]c(C(=O)O)c(CCC(=O)OC)c1C
 : -0.5, -4.3, 16.5, -8.4, 0.1, 0.5, 0.2, 2.2, i, -1.1
CCCc1nnc(NC(=O)c2cccs2)s1
 : 0.5, 9.1, 29.7, -16.2, -1.6, 1.4, -7.6, 0.7, i, 20.1
COc1ccccc1NC(=O)Nc1ccc(S(=O)(=O)Nc2onc(C)c2C)cc1
 : 1.8, -4.4, ., 4.6, -0.9, ., 3.4, 2.7, -2.7, 1.4
Cc1cc(C(=O)Nc2cccc3c2O[C@@H](CN(C)S(C)(=O)=O)[C@H](C)CN([C@@H](C)CO)C3=O)n(C)n1
 : 3.3, 4.2, ., -5.4, -5.7&-1.3, ., 1.2, ., i, 7.0
Nc1ccc(C(=O)O)cc1S(=O)(=O)O
 : 0.3, 9.6, 16.2, -11.9, -1.9, -1.6, 8.2, -5.3, -0.3, -7.5
COc1cc(NC(=O)c2cccs2)c(OC)cc1NC(=O)c1ccco1
 : 2.0, 2.6, -14.3, -11.7, -0.6, -5.9, 4.6, -0.2, 0.2, 22.6
COC(=O)c1ccccc1NC(=O)c1cn(-c2ccc(C)c(C)c2)c(=O)c2ccccc12
 : -2.0, 0.4, -1.5, -0.1, 1.4, -5.3, 3.5, -1.2, -0.3, 6.2
CCOC(=O)N1CCN(C(=O)c2ccc(C#CC3(O)CCCCC3)cc2)CC1
 : -0.1, -0.1, 21.9, -3.6, -0.1, -6.5, 0.9, -0.2, -0.2, -11.8

# Some entries already given with just PriA SSB inh:
canonical_smiles,PriA SSB inh
COc1ccccc1NC(=O)Nc1ccc(S(=O)(=O)Nc2onc(C)c2C)cc1,4.6
Cc1cc(C(=O)Nc2cccc3c2O[C@@H](CN(C)S(C)(=O)=O)[C@H](C)CN([C@@H](C)CO)C3=O)n(C)n1,-5.4

# The results go on:
# Results follow in this order: Mtb FBA inh, MazF activator, DUSP3 inh, PriA SSB inh, Mtb BioA inh, SARS 3CLpro inh, Rv3671c inh, Mtb UGM inh, Vc quorum ag, GDH-TPI counter
COc1ccc(N2C[C@H](C)[C@@H](CC(=O)Nc3ccccc3)C2=O)cc1
 : 1.3, 8.5, ., ., 5.8, ., ., ., i, 3.3
O=C(Nc1ccccc1)Nc1nnc(-c2cccs2)s1
 : 11.7, -1.4, 1.9, -12.0, -0.8, 2.1, 4.8, ., -0.8, 23.0
CC(=O)Nc1ccccc1C(=O)C(=O)Nc1cccc(C(=O)NC2CC2)c1
 : -0.3, 5.8, -7.2, -8.2, 0.8, 5.6, -2.3, -1.9, -0.3, 9.9
CC(OC(=O)CCC(=O)c1ccccc1)C(=O)Nc1ccc(F)cc1 (configuration not stated)
 : -3.3, -2.5, ., -1.3, ., ., 0.3, 0.2, -2.8, 13.6
Cc1cccc(C(C)C)c1NC(=O)CN(C)Cc1cccc(F)c1
 : 1.3, 7.9, -4.8, -10.3, ., 1.6, -2.1, 2.7, -3.6, 4.7
CCCCSc1nc(O)c(Cc2ccccc2)c(=O)[nH]1
 : 0.7, -1.4, 24.3, -14.2, -1.3, 0.6, 10.8, -2.9, i, -5.7
Cc1cc(NC(=O)CSc2ccc3nnc(-c4cccnc4)n3n2)no1
 : 11.1, 2.2, 31.5, -8.9, 1.7, -3.3, -2.7, -1.5, -0.2, 5.6
O=C(COC(=O)c1ccc(CNS(=O)(=O)c2ccc(F)c(Cl)c2)cc1)NC1CCCCCCC1
 : -0.2, 0.9, 21.2, -7.2, ., 0.8, 1.6, -1.0, -0.3, 9.1
COc1ccc(C=O)cc1COc1ccc2c(c1)OCO2
 : 0.0, 6.3, ., -6.4, -0.6, ., ., ., 1.1, -6.2
Cc1ccc(C2=Nc3ccccc3N(C(=O)c3ccccc3)C(C)C2)cc1 (configuration not stated)
 : 2.3, -6.5, 0.5, -3.9, ., -2.3, -13.1, 1.0, 0.6, 3.0
COc1ccc(NC(=O)CN(C)C(=O)c2cccc(-n3cccc3)c2)cc1
 : 0.9, ., ., 9.3, 0.5, ., 5.6, -0.9, -12.5, -7.0
O=C(Nc1ncc(Br)s1)C(Cc1ccccc1)n1cccc1 (configuration not stated)
 : 4.3, 1.0, -10.2, -3.1, 0.1, -2.4, -3.6, 5.2, -0.1, 2.9
CC(=O)Nc1ccc(OCC(O)CNC(C)C)cc1 (configuration not stated)
 : 0.0, -4.5, ., -24.0&-4.1, -1.6, ., 9.1, -1.7, i, -4.3
Cc1c(NS(C)(=O)=O)cccc1-c1nc2cccnc2s1
 : -0.7, 5.3, 25.3, -7.8, 5.0, -0.1, -3.8, 2.4, -0.6, 10.0
COc1ccc(C(C)=O)cc1COC(=O)CNC(=O)c1ccccc1F
 : -1.5, 0.7, -8.9, -8.3, ., -2.2, -9.2, ., -0.2, 0.4

# Further structures:
# Results follow in this order: Mtb FBA inh, MazF activator, DUSP3 inh, PriA SSB inh, Mtb BioA inh, SARS 3CLpro inh, Rv3671c inh, Mtb UGM inh, Vc quorum ag, GDH-TPI counter
CCn1c(SCC(=O)c2ccc(Cl)cc2)nnc1-c1cccs1
 : 2.6, 4.2, 24.0, -17.1, 0.2, -0.3, 1.1, -2.1, -0.6, -2.8
CCCNC(=O)Nc1cccc(C(=O)OC)c1
 : 1.3, 6.8, 13.6, -8.6, ., 7.2, 6.0, -4.7, -0.6, 0.4
CCC1=NN2C(=N)/C(=C/c3ccc(OS(=O)(=O)c4ccccc4)c(OC)c3)C(=O)N=C2S1
 : -0.9, 1.8, 27.4, 8.1, 2.2, -0.8, -3.6, -2.9, i, 2.5
COc1ccc(NC(=O)c2ccc(-c3nn(C)c(=O)c4ccccc34)cc2)cc1
 : -0.5, 5.8, 11.1, -6.0, -1.2, 0.9, -1.7, -1.4, i, 0.6
O=P(OC1CCS(=O)(=O)C1)(c1ccccc1)c1ccccc1 (configuration not stated)
 : 1.3, 4.8, -4.0, -1.7, 0.9, -1.6, -6.6, -1.8, i, -10.4
COc1cc(NC(=S)NC(=O)c2ccccc2F)ccc1NC(=O)c1ccco1
 : -3.3, 10.5, -1.2, -15.2, ., 1.3, -0.5, -0.9, -0.2, -3.3
Cc1ccc(S(=O)(=O)N2CN(Cc3ccco3)c3nc4ccccc4nc32)cc1
 : 11.4, -11.0, 18.6, 1.6, 0.2, 6.8, -5.5, -1.2, i, 13.3
CC(Sc1n[nH]c(-c2ccccc2F)n1)C(=O)Nc1ccc(S(N)(=O)=O)cc1 (configuration not stated)
 : 2.8, 3.4, ., 3.5, -0.6, ., 8.7, -1.0, -2.7, 2.8
Cc1ccnc(NC(=O)c2ccc3c(c2)C(=O)N(CC(C)C)C3=O)c1
 : -2.1, 1.9, 13.7, 19.0, 0.6, 0.2, 8.2, -2.3, i, 1.3
CC(C)NC(=O)CN(Cc1ccc(F)cc1)C(=O)CCC(=O)Nc1ccccn1
 : 1.3, 2.3, -20.4, -21.5, -0.8, -1.5, -12.4, -1.9, -0.4, 3.0
CC(=O)c1ccc(NC(=O)c2ccc(CNc3c(N4CCCC4)c(=O)c3=O)cc2)cc1
 : -1.2, 0.6, 16.2, -1.3, -0.8, -0.9, 1.6, -0.1, 0.4, 2.5
O=C(CCCn1c(=S)[nH]c2cc3c(cc2c1=O)OCO3)NCCc1ccc(Cl)cc1
 : 4.1, -23.1, ., ., -1.7, ., ., ., i, 4.8
Cc1cc(O)cc(O[C@H]2OC(CO)[C@H](O)[C@@H](O)[C@H]2O)c1 (some centres not stated)
 : 0.5, 1.1, 0.9, -1.1, 1.3, -1.1, 11.5, -4.8, 0.9, -11.7
Cn1cc(C(=O)NC2CC2)c2ccccc21
 : -0.5, 9.4, -2.7, -1.4, -0.5, 2.5, 1.1, 0.3, -0.3, -1.5
COc1ccc(C2(C)NC(=O)N(CC(=O)Nc3ccc(-c4nc5ccc(C)cc5s4)cc3)C2=O)cc1 (configuration not stated)
 : 15.7, -28.9, -6.4, -7.8, -1.8, 5.4, -163.8, -1.2, i, 8.2

# (further entries)
# Results follow in this order: Mtb FBA inh, MazF activator, DUSP3 inh, PriA SSB inh, Mtb BioA inh, SARS 3CLpro inh, Rv3671c inh, Mtb UGM inh, Vc quorum ag, GDH-TPI counter
O=C(Nc1nnc(C2CC2)s1)c1cncc(Br)c1
 : -0.8, 0.6, ., 2.8, 3.9, ., -4.9, 0.3, -0.4, 12.0
Cc1ccc(NC(=O)Nc2cccc(F)c2)nc1
 : -0.9, 3.2, 15.4, -6.2, -2.0, 1.2, ., 0.4, i, 2.9
CCCc1c(C(=O)NNc2ccc(C)cc2)cnn1-c1ccccc1
 : -0.9, 1.4, 17.0, 7.2, ., -1.3, -0.1, -1.0, -0.6, 6.4
CCCCNC(=O)c1onc(CSc2ccc(F)c(F)c2)c1C(=O)NCCCC
 : -1.4, -1.1, ., 1.4, 0.3, ., -15.5, -0.6, 0.6, 9.2
O=C1CCCN=C(Nc2ccc(F)c(Cl)c2)S1
 : 4.8, -4.8, 29.8, -7.8, ., 2.9, -4.4, -1.4, -0.3, 7.3
CCOc1ccccc1N(CC(=O)NCCSc1ccccc1)S(C)(=O)=O
 : -1.1, 0.1, 18.6, -15.6, ., -0.9, 16.2, -1.2, -0.2, -4.4
NC(=S)NN=C1CCC(C2CCCCC2)CC1 (configuration not stated)
 : 0.0, 7.6, ., 17.4, 0.3, ., ., ., -0.9, 6.0
COc1cc(C(=O)Nc2cc(S(C)(=O)=O)ccc2Cl)ccc1OCC(=O)N1CCOCC1
 : 4.7, -0.3, ., -6.4, -0.6, ., -3.4, 0.1, -0.5, 7.5
COCCCN1C(=O)/C(=C\c2ccc3c(c2)OCO3)C(C(=O)OC)=C1C
 : -6.4, 5.4, 12.0, -16.7, ., -5.6, -1.0, -1.2, i, 5.1
CCc1nc2c(OCCC3CCCCC3)cccn2c1N(C)C(=O)C(C)C
 : -0.9, ., ., ., 3.2, ., ., ., i, -7.1
C/C(=N/NC(=O)c1ccc2c(c1)OCO2)c1ccc(Br)s1
 : -1.9, -1.2, 11.6, ., ., 5.1, 6.5, -1.9, -0.3, 17.4
